Insulin prom up = MIN6 insulin promoter up-regulation. MIN6 insulin promoter-GFP reporter, high-content imaging; stronger effect = higher value. z-score at 5 µM. 190,000 tested, 0.3% active. AID 1625;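 active means z-score above 3 at 5 µM with at least 500 cells counted in the well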
Lipid droplet = hepatic lipid droplet formation modulation; inhibition, % at 6.5 µM; AID 1656; 240,000 tested, 0.4% active; AML12 mouse hepatocytes, oleate lipid droplets, BODIPY imaging;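 active means lipid droplet intensity inhibited by at least 50%, with more than 500 cells counted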
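Assay system: AML12 hepatocytes (mouse) / Also added: 100 µM oleic acid challenge / Times: overnight treatment with compound plus oleate / Detection: high-content imaging of BODIPY-stained droplets and DAPI nuclei / Evaluation: % inhibition of lipid droplet signal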
MT stabilizer = stabilizes microtubules in HeLa cells | % tubulin-high responders, % at 10 µM | HeLa tubulin immunostaining HCS, 24 h; share of cells brighter than vehicle mean+2SD | 200,000 tested, 0.83% active;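 active means plate Z-score above 3 for both tubulin-high and condensed-nucleus cell shares, with cell loss under 80%, at 10 µM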;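 further: anti alpha tubulin signal scored within the nucleus-defined area of each cell; some results filed as inactive read as strong as hits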
HEK293 NOD2/NF-kB = inhibition of NOD2-driven NF-kB reporter – cell-based, luminescence, uHTS, HEK293 (AID 1566); HEK293 NOD2/NF-kB luciferase reporter, luminescence; higher % means a stronger effect; 290,000 tested, 0.63% active; one-dose inhibition, % at 4 µM; EC50 in µM for titrated hits; in the data active means inhibition above about 50%; further: many of its hits are not listed in these tables
Autophagy mod = modulators of autophagy. calls only at 10 µM (by protocol). MEF GFP-LC3 puncta imaging; test concentration mostly 10 µM. 190,000 tested, 0.98% active;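 active means percentage of spot-positive cells more than 3 SD above its plate mean, without a fluorescence outlier flag or 80% toxicity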;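 further: spot-positive cell cutoff set from DMSO-treated cells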
b-catenin transl = alters nuclear translocation of beta-catenin in HeLa cells. immunofluorescence imaging. nuclear translocation activity, % at 5 µM. 190,000 tested, 0.3% active. AID 1665;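 active means nuclear translocation activity above 50% at 5 µM, with a well cell count of 50 or more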;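 further: per-cell ratio of nuclear to cytoplasmic median beta-catenin stain intensity; plate controls were DMSO negative control for no effect and GSK-3 inhibitor IX positive control for full effect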
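Technique: fluorescence imaging of beta-catenin antibody stain plus DAPI / Material: human HeLa cell line / Incubation: compound treatment 24 h, 37°C, 5% CO2 / Read-out basis: % activation of per-cell nuclear versus cytoplasmic median beta-catenin signal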
Yfh1-depleted yeast = mitochondrial function rescue without frataxin homolog – Friedreich's ataxia, plus single-dose screen, dose response (AID 1465). 220,000 tested, 0.074% active. one-dose fold induction at 50 µM; EC50 in µM for titrated hits. S. cerevisiae Yfh1-off respiration, WST-1 reduction, 72 h; higher fold induction means a stronger effect;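 active means fold induction of absorbance versus untreated yeast above a set limit, then at least 30% activation at any dose in follow-up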;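 further: activators that raise dye reduction in frataxin-depleted yeast; strong numbers were not always called active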
WT yeast gro inh = growth inhibition of WT yeast, mitochondrial fusion screen. 190,000 tested, 2.1% active. inhibition, % at 10 µM. mitochondrial fusion phenotypic screen, WT strain; in the data active means inhibition above about 58%; tested in S. cerevisiae
Dynein transport = dynein cargo transport inhibition. 3617.4 mouse cells, GR-EGFP nuclear translocation imaging; test concentration mostly 20 µM; stimulated with dexamethasone, 1 µM; stronger effect = lower value. 220,000 tested, 0.47% active. z-score, hits read low. AID 1381;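 active means plate z-score of nuclear minus cytoplasmic receptor signal below a set negative limit, without overly bright fluorescence or cell loss, cut at about -3.5 in these data, passing the limit was not always enough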;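 further: z-score of nuclear minus cytoplasmic ring GR-EGFP intensity difference per well; some compounds called inactive have numbers as strong as hits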
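Buffer or medium: tet-free, stripped-serum medium; reagent: dexamethasone at 1.0 µM final, 30 min; incubation: 48 h induction, 1 h compound, 30 min dex at 37 °C; measured by: formaldehyde fixation, Hoechst nuclear stain, 10x automated fluorescence imaging; read-out: nuclear-to-cytoplasmic GR-EGFP distribution per well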
WT yeast gro inh mutant strain = recorded beside WT yeast gro inh, whose call it bears; inhibition, %; mitochondrial fusion phenotypic screen, mutant strain inhibition
Dynein transport cytoplasmic EGFP = second read-out of Dynein transport, no call of its own (marks repeat the call); z-score; measured here: cytoplasmic GR-EGFP intensity; stronger effect = higher value
Dynein transport nuclear GR-EGFP = further read-out of Dynein transport, marked with its call; z-score; measured here: nuclear GR-EGFP intensity;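 lower value marks the stronger effect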
Dynein transport cell count = also measured in Dynein transport; calls as there; z-score; measured here: cell count per field
Insulin prom up cell count = recorded beside Insulin prom up, whose call it bears; cell count; measured here: cytotoxicity, nuclei count;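 total cells summed across four imaged fields per well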
Lipid droplet cells 6.5 µM = further read-out of Lipid droplet, marked with its call; cell count; measured here: cell count, cytotoxicity flag;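 cells counted across two imaged fields per well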
b-catenin transl cell count 5 µM = recorded beside b-catenin transl, whose call it bears; cell count; measured here: cell count, cytotoxicity flag
MT stabilizer Hoechst-high % = further read-out of MT stabilizer, marked with its call; % Hoechst-high responders; measured here: nuclear condensation Hoechst responders;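 share of cells brighter than vehicle mean plus two SD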
MT stabilizer cytotoxicity % = also measured in MT stabilizer; calls as there; toxicity, %; measured here: cytotoxicity by cell density;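 0% = mean cell density of plate MIN control wells and 100% = no cells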
Autophagy mod cell loss 18 h = also measured in Autophagy mod; calls as there; toxicity, %; measured here: cell loss, nuclei count;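 cell loss after 18 h compound exposure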
Active calls of the source: *; i = inactive; . = no result given.

Preview, two compounds:
SMILES	Insulin prom up	Insulin prom up cell count	Lipid droplet	Lipid droplet cells 6.5 µM	MT stabilizer	MT stabilizer Hoechst-high %	MT stabilizer cytotoxicity %	HEK293 NOD2/NF-kB	Autophagy mod	Autophagy mod cell loss 18 h	b-catenin transl	b-catenin transl cell count 5 µM	Yfh1-depleted yeast	WT yeast gro inh	WT yeast gro inh mutant strain	Dynein transport	Dynein transport cytoplasmic EGFP	Dynein transport nuclear GR-EGFP	Dynein transport cell count
FC(F)(F)C(Oc1nc(Nc2ccc(Cl)cc2)nc(N2CCOCC2)n1)C(F)(F)F	-1.2	598	31	692	1.4	1.4	5.7	18%	i	-11	-2.6	1253	i	0	2	-0.097	-0.073	-0.16	1.3
CN(O)C(=O)Nc1ccc([N+](=O)[O-])cc1	0.28	1384	8	713	3.0	1.9	13	25%	i	6	0.4	1492	i	11	6	0.61	-0.22	0.43	-0.31

Results, previewed entries included:
SMILES	Insulin prom up	Insulin prom up cell count	Lipid droplet	Lipid droplet cells 6.5 µM	MT stabilizer	MT stabilizer Hoechst-high %	MT stabilizer cytotoxicity %	HEK293 NOD2/NF-kB	Autophagy mod	Autophagy mod cell loss 18 h	b-catenin transl	b-catenin transl cell count 5 µM	Yfh1-depleted yeast	WT yeast gro inh	WT yeast gro inh mutant strain	Dynein transport	Dynein transport cytoplasmic EGFP	Dynein transport nuclear GR-EGFP	Dynein transport cell count
FC(F)(F)C(Oc1nc(Nc2ccc(Cl)cc2)nc(N2CCOCC2)n1)C(F)(F)F	-1.2	598	31	692	1.4	1.4	5.7	18%	i	-11	-2.6	1253	i	0	2	-0.097	-0.073	-0.16	1.3
CN(O)C(=O)Nc1ccc([N+](=O)[O-])cc1	0.28	1384	8	713	3.0	1.9	13	25%	i	6	0.4	1492	i	11	6	0.61	-0.22	0.43	-0.31
O=C(/C=C/c1ccc(Cl)cc1Cl)Nc1ccncc1	.	.	-10	524	3.4	2.6	5.5	16%	i	1	2.1	858	i	40	26	-0.13	-0.27	-0.33	-0.39
CC1(C)Cc2c(sc(NC(=O)C3CC(Cl)=CCC3C(=O)O)c2C#N)CO1 (stereo not drawn)	-0.01	1353	-5	621	1.8	1.0	8.1	4%	i	-10	0.0	1524	i	-2	-11	-0.99	-0.26	-0.71	1.3
C[C@]12CC[C@@H]3c4ccc(O)cc4CC[C@H]3[C@@H]1CCC2=O	.	.	-8	747	2.9	1.2	3.7	14%	i	3	.	.	i	-8	-16	-0.84	-0.29	0.14	0.52
Cc1noc(C)c1COC(=O)c1ccc(F)c(S(=O)(=O)N2CCCCC2)c1	0.39	1272	-6	674	1.6	2.2	5.7	8%	i	7	-4.1	1051	i	0	-7	0.37	-0.35	0.034	-0.58
COc1cc(/C=C/C(=O)NCc2nc3ccccc3[nH]2)cc(OC)c1OC	-0.22	1373	6	754	.	.	.	13%	.	.	-1.4	1185	i	.	.	-0.26	-0.2	-0.039	0.37
O=C(COc1ccc(S(=O)(=O)NC2CCCCC2)cc1)NC1CCCCC1	.	.	4	691	3.3	1.7	6.9	-1%	i	3	0.1	495	i	-2	3	1.4	-0.13	0.69	-1.2
COCCOC(=O)C1=C(C)NC(=O)NC1c1ccco1 (stereo not drawn)	.	.	-6	749	.	.	.	8%	.	.	0.2	1327	i	.	.	-0.43	-0.078	-0.26	0.78
Cc1nc2ccc(-c3nc4ccccc4[nH]3)cc2[nH]1	0.11	1344	3	700	2.3	2.7	3.2	-85%	i	-7	-0.5	1580	i	5	2	0.38	-0.19	0.064	-0.7
O=C(O)C1CCN(S(=O)(=O)c2ccc(Oc3ccccc3)cc2)CC1	0.4	1301	5	660	1.9	2.4	26	15%	i	-6	.	.	i	-18	-22	-0.39	-0.29	-0.12	0.93
Cc1ccc(O)c(NC(=O)CCCC(=O)O)c1	-0.74	855	.	.	3.7	1.8	5.0	-2%	i	6	-6.0	1012	i	-12	2	-0.95	-0.14	0.31	0.14
Cc1cc(=O)[nH]c(SCC(=O)Nc2ccccc2[N+](=O)[O-])n1	0.18	1359	-8	714	.	.	.	4%	.	.	0.4	1273	i	.	.	-0.51	-0.28	-0.3	0.64
Cc1ccc(S(=O)(=O)N2CCC(C(=O)NCc3ccncc3)CC2)cc1	-0.57	787	-3	705	1.7	1.0	5.3	8%	i	9	-6.7	1234	i	1	4	-0.91	-0.26	-0.28	0.67
CC(C)CNC(=O)C1CCCN(S(=O)(=O)c2ccc(-n3cnnn3)cc2)C1 (stereo not drawn)	0.75	1261	.	.	1.3	1.4	9.5	-10%	i	-17	-4.0	928	.	-6	-14	-0.75	-0.19	-0.27	1.1
O=c1[nH]c2ccccc2c(O)c1SCCO	-0.05	1440	-2	691	1.5	0.4	0.4	6%	i	15	-0.1	1032	i	8	3	1.6	-0.11	0.93	-1.7
CCOC(=O)N1CCN(C(=O)C2CCN(S(=O)(=O)c3ccc(OC)cc3)CC2)CC1	0.12	1572	5	708	2.5	2.3	2.0	13%	i	16	1.1	1557	i	-2	-17	0.34	0.039	0.2	-1.7
O=C(CCS(=O)(=O)c1ccccc1)N1CCOCC1	0.33	1132	-11	695	1.5	1.8	10	1%	i	-5	-1.0	1139	i	2	-6	-0.21	-0.25	-0.35	0.65
Fc1ccccc1-c1n[nH]c(=S)n1CC1CCCO1 (stereo not drawn)	-0.11	1002	6	680	2.2	1.5	1.6	19%	i	-2	-0.1	1589	i	4	11	-0.14	-0.23	-0.11	-0.12
COc1ccc(NC(=O)Nc2cc(C)ccc2F)cc1OC	-0.23	1443	-28	435	2.3	3.7	8.5	-34%	i	2	0.2	1538	i	5	9	0.99	-0.3	0.32	0.07
CCOC(=O)c1cc(NC(=O)c2ccccc2)c(=O)oc1-c1ccccc1	.	.	.	.	2.1	2.1	7.2	21%	i	-2	.	.	i	-9	-4	-0.59	-0.24	-0.86	1.4
O=C(Nc1nc2c(s1)CCCC2)c1ccc(S(=O)(=O)N2CCCc3ccccc32)cc1	0.47	1299	6	484	1.9	1.6	16	35%	i	5	0.4	1091	i	0	24	0.37	-0.24	0.51	-0.23
Cn1c(SCC(=O)N2c3ccccc3CCc3ccccc32)nnc1-c1cc2ccccc2cc1O	-0.06	1538	25	572	2.7	1.1	7.9	-16%	i	-5	-0.9	1171	i	12	15	-0.24	-0.2	0.21	-0.43
Cc1occc1C(=O)NCc1cccs1	1.4	929	-2	753	3.1	2.2	32	6%	i	1	-2.1	569	i	8	-2	0.34	-0.12	0.58	0.3
CNCCCCOc1ccccc1-c1ccccc1	-0.07	1131	21	599	4.4	2.3	8.3	3%	i	0	-2.2	379	i	-6	5	-0.43	-0.23	-0.22	0.69
CN1CCN(CCC(=O)Nc2ccc(OCc3ccccc3)cc2)CC1	0.03	1280	.	.	5.0	3.0	16	0%	i	6	-0.4	829	i	-27	-28	-0.41	1	-0.11	-0.025
CCOc1ccccc1C(=O)NC(C)c1ccc2c(c1)OCO2 (stereo not drawn)	.	.	-22	669	42*	22*	39*	-7%	i	0	20	670	i	7	1	2	-0.18	0.75	-1.6
COc1ccc(C)cc1NC(=O)c1ccc(-c2ccc(C(C)=O)cc2)o1	-0.66	1277	-5	702	1.7	2.1	7.9	21%	i	7	-0.7	1054	i	16	6	1.4	-0.19	0.7	-0.69
CCn1c(SCC(=O)N2CCCc3ccccc32)nc2cccnc21	-0.69	1313	-4	720	3.1	2.5	21	2%	i	0	.	.	i	-2	2	0.0032	0.25	0.47	0.72
COc1ccc(C(=O)Nc2ccccc2C(=O)NC(Cc2ccc(O)cc2)C(=O)NNC(=O)c2ccncc2)cc1 (stereo not drawn)	0.41	1232	-32	611	8.2	1.9	6.7	-7%	i	-5	1.1	1054	i	-8	-3	-1.3	-0.083	-0.57	0.74
COc1ccc(NC(=O)COC(=O)Cc2ccc(-c3ccccc3)cc2)c(OC)c1	0.1	1543	0	614	6.7	3.0	7.5	-6%	i	-8	-4.2	1210	i	-1	10	-0.6	-0.21	-0.57	0.32
O=C(Nc1nnc(SCc2ccc(Cl)cc2)s1)c1ccco1	0.62	1594	.	.	3.4	1.6	5.9	20%	i	13	0.0	1350	i	-5	-2	0.17	-0.37	-0.085	-0.18
CC(CC#CCN1CCOCC1)OCCC#N (stereo not drawn)	-0.21	1147	.	.	1.0	2.2	10	3%	i	6	-4.3	1027	i	-18	0	-0.37	-0.12	-0.18	0.38
C=CCc1c(C)nc(SC(C)C)[nH]c1=O	-0.32	1320	10	727	4.1	2.4	2.8	8%	i	-6	.	.	i	-5	-25	0.37	-0.26	-0.014	0.032
CNC(=O)COc1ccc(-c2nn(C)c(=O)c3ccccc23)cc1	.	.	-7	786	1.3	1.2	5.7	0%	i	-9	-12	1202	i	17	23	0.057	-0.22	0.4	0.27
COc1ccc(N2CC(O)=C(c3nc4ccccc4s3)C2=N)cc1	0.92	1108	2	770	2.8	1.8	3.4	9%	i	5	-1.4	1067	i	-3	-9	0.51	-0.19	0.48	-0.75
C=CCn1c(SCc2nc3ccccc3[nH]2)nnc1-c1ccc(OC)cc1	-1.6	895	.	.	2.7	1.9	8.8	-2%	i	-2	2.3	1431	i	22	-10	0.65	-0.23	0.43	0.16
O=C(Cn1c(CO)nc2ccccc21)NCc1ccc2c(c1)OCO2	-0.23	1355	-4	730	.	.	.	8%	.	.	-3.8	1202	i	.	.	0.47	-0.071	0.26	-0.32

Screening results as filed in PubChem BioAssay.

Only part of the results is shown. The share of hits here may be higher or lower than overall.
